NOD1 NF-kB reporter = NOD1 signaling inhibitors, primary screen, cell-based, luminescence, uHTS (AID 1578); one-dose inhibition, % at 4 µM; EC50 in µM for titrated hits; 290,000 compounds, 1% hits; NOD1-driven NF-kB luciferase reporter cells, luminescence; higher % means a stronger effect; in the data active = inhibition mostly above about 36%, no sharp cut-off; inactive = mostly below about 34%;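 also: HEK-293T reporter cells stimulated with the NOD1 agonist gamma-tri-DAP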
Myeloid diff MLP = induction of myeloid progenitor differentiation, primary screen, cell-based, flow cytometry, MLPCN library; ER-HoxA9 myeloid progenitors, lysozyme-GFP differentiation; calls only at 10 µM; 360,000 compounds, 1% hits;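 active = normalized GFP-positive differentiation at or above the plate's own cutoff, the solvent-only control mean plus 3 SD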;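 also: cells exposed to compound for four days before flow analysis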
HIV fusion peptide = inhibitors of HIV fusion peptide binding, primary screen, biochemical, uHTS, fluorescence dequenching (AID 1986). cell-free peptide binding, fluorescence dequenching, 30 min; higher % means a stronger effect. inhibition, % at 20 µM, or IC50 in µM where a hit was titrated. 290,000 compounds, 0.3% hits; in the data active = inhibition mostly above about 52%, no sharp cut-off; inactive = mostly below about 76%; also: some results filed as inactive read as strong as hits
KOR beta-arrestin-1 = KOR antagonists, beta-arrestin recruitment, cell-based, luminescence, uHTS (AID 1778). Kappa-type opioid receptor (Homo sapiens). KOR beta-arrestin recruitment, luminescence, antagonist mode; higher % means a stronger effect. inhibition, % at 10 µM; hits with a dose series show IC50 in µM. 290,000 compounds, 0.091% hits; also: strong numbers were not always called active
KOR beta-arrestin-2 = KOR agonists, beta-arrestin recruitment, primary screen, cell-based, luminescence, uHTS (AID 1777); KOR beta-arrestin recruitment, luminescence; higher % means a stronger effect; 280,000 compounds, 0.02% hits; activation, % at 10 µM; hits with a dose series show EC50 in µM; Kappa-type opioid receptor (Homo sapiens); in the data active = activation above about 50%, passing the limit was not always enough; also: a part of the inactive calls stands beside numbers as strong as those of hits
GPR55 antagonists = GPR55 antagonists blocking LPI-driven arrestin recruitment, primary screen, imaging, U2OS, beta-arrestin-GFP, LPI agonist (AID 2013). G-protein coupled receptor 55 (Homo sapiens). U2OS GPR55 beta-arrestin-GFP translocation imaging, LPI antagonism; higher % means a stronger effect. one-dose inhibition, % at 10 µM; IC50 in µM for titrated hits. 290,000 compounds, 0.13% hits;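 active = spots per cell inhibited over 60%, with over 100 cells counted and total cytoplasm intensity under 500,000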;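 also: U2OS cells stably carrying GPR55 and arrestin-GFP stimulated by 5 µM LPI near EC80; imaged beta-arrestin-GFP aggregate spots per cell after agonist stimulation; plate controls were LPI-stimulated DMSO wells for no effect and DMSO wells without LPI for full effect; some results filed as inactive read as strong as hits; confirmed hits need IC50 under 10 µM and bright autofluorescent wells are also inconclusive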
GPR35 arrestin U2OS = GPR35 antagonists blocking zaprinast-driven arrestin recruitment, primary screen, imaging, U2OS, beta-arrestin-GFP, zaprinast agonist (AID 2058); U2OS GPR35 beta-arrestin-GFP translocation imaging, zaprinast antagonism; higher % means a stronger effect; inhibition, % at 10 µM; hits with a dose series show IC50 in µM; 290,000 compounds, 0.052% hits;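 active = inhibition of at least 50% with at least 30 cells and total cytoplasm GFP at most 10,000,000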
HEK293 NOD2/NF-kB = NOD2 signaling inhibitors, cell-based, luminescence, uHTS, HEK293 (AID 1566) | inhibition, % at 4 µM; hits with a dose series show EC50 in µM | 290,000 compounds, 0.63% hits | HEK293 NOD2/NF-kB luciferase reporter, luminescence; higher % means a stronger effect; also: many of its hits are not listed in these tables
GPR55 beta-arrestin = GPR55 agonists via beta-arrestin recruitment, primary screen, imaging, U2OS cells, beta-arrestin-GFP redistribution (AID 1961); G-protein coupled receptor 55 (Homo sapiens); U2OS GPR55 beta-arrestin-GFP redistribution imaging; higher % means a stronger effect; activation, % at 10 µM, or EC50 in µM where a hit was titrated; 290,000 compounds, 0.048% hits;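 active = activation above 40% with more than 50 cells counted in the well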;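 also: U2OS osteosarcoma cells stably expressing GPR55 and beta-arrestin-GFP; plate controls were DMSO negative control for no effect and LPI positive control for full effect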
Myeloid diff MLP GFP+ MAC1+ % = recorded beside Myeloid diff MLP, whose call it bears; GFP+ MAC1+ double positive, %; measured here: differentiation confirmed by MAC1 staining
* = called active by the depositor; i = inactive; nt = not tested or not shown; [ ] = another dose, or the depositor's remark. Rule as the data show it, unless noted: active = inhibition above about 50%; inactive = the rest. Not all compounds are listed; the hit share may differ from the screen's.

SMILES | NOD1 NF-kB reporter | Myeloid diff MLP | Myeloid diff MLP GFP+ MAC1+ % | HIV fusion peptide | KOR beta-arrestin-1 | KOR beta-arrestin-2 | GPR55 antagonists | GPR35 arrestin U2OS | HEK293 NOD2/NF-kB | GPR55 beta-arrestin
CCOC(=O)c1c(NC(=O)c2c(C(=O)O)cccc2[N+](=O)[O-])sc(C)c1C | -31% | i | 0.8 | 2.5% | -56%[20 µM] | nt | 2% | 20% | -3% | -0.1%
COC(=O)N/N=C/c1ccccc1OCCOc1ccc(OC)cc1 | 10% | i | 0.4 | -0.1% | 29% | 2.8% | 3% | -4% | -8% | -0.1%
CCOC(=O)c1cn(Cc2c(C)c(C)c(C)c(C)c2C)nn1 | -10% | i | 1.4 | 1.0% | -21% | 2.7% | 1% | -10% | -8% | 0.1%
O=C(O)c1cc(S(=O)(=O)NCCN2CCNC2=O)ccc1O | -4% | i | 0.6 | 1.1% | -4% | 15% | -2% | -5% | 16% | -0.1%
[O-]C1=N/[N+](=C/c2ccc(Cl)cc2)CC1 | 7% | i | 0.5 | -2.1% | -32% | -4.8% | -14% | -10% | 10% | 0.2%
Cc1ccc(CN2CC(C(=O)Nc3cccc(S(=O)(=O)N4CCCCC4)c3)CC2=O)cc1 (stereo unspecified) | -5% | i | 1.0 | 3.0% | 3% | 2.9% | 2% | 3% | 19% | -0.2%
O=C(CNCCC1=CCCCC1)Nc1ccccc1N1CCCCCC1 | 1% | i | 0.7 | -0.3% | -7% | 9.9% | 26% | 7% | 8% | 0.3%
Cc1noc(C)c1COc1ccc(C(=O)OCC(=O)Nc2ccc3c(c2)OCO3)cc1 | nt | nt | nt | -0.9% | 6% | 1.2% | 9% | 6% | 6% | -0.3%
CCNC(=O)C1CC(=O)N(Cc2ccc3c(c2)OCO3)C(=Nc2ccc(F)cc2)S1 (stereo unspecified) | -24% | i | 0.8 | 1.8% | -6% | -2.1% | 4% | 4% | -15% | 0.6%
CCOC(=O)N1CCN(C(=S)NC(=O)C2CCCC2)CC1 | -11% | i | 0.4 | 0.9% | -37% | 7.4% | 5% | 0% | -12% | 0.0%
Cn1c(=O)c(=O)n(C)c2cc(N3CCOCC3)c(NS(=O)(=O)c3ccc([N+](=O)[O-])cc3)cc21 | -33% | i | 4.6 | -1.6% | 3% | 2.0% | 2% | 15% | 1% | -0.1%
COc1cc(OC)cc(-c2nnc(NC(=O)Cc3ccc(F)cc3)o2)c1 | -31% | i | 0.9 | 1.9% | 5% | -0.1% | 8% | 5% | 24% | 0.3%
CC(C)c1onc(C(=O)Nc2cccc(O)c2)c1[N+](=O)[O-] | -25% | i | 0.6 | 0.7% | 5% | 1.9% | 12% | 0% | -7% | -0.3%
Cc1ccsc1/C=N/NC(=O)C1CC(=O)N(c2ccccc2)C1 (stereo unspecified) | -20% | i | 0.3 | -1.2% | 3% | 13% | -1% | -13% | 9% | 0.1%
N#Cc1ccccc1NC(=O)Nc1ccccc1 | -52% | i | 0.5 | -0.6% | -11%[20 µM] | -6.8% | -7% | 0% | 11% | -0.1%
Cn1c(=O)c2c([nH]c(OCc3ccc(Cl)cc3Cl)[n+]2Cc2ccc(F)cc2)n(C)c1=O | 10% | i | 0.4 | 2.1% | -138% | 6.8% | -9% | -2% | 20% | -0.3%
O=C(O)c1cccc(S(=O)(=O)Nc2ccccc2Cl)c1 | -15% | i | 0.9 | -0.3% | -34% | 4.2% | -2% | 11% | -23% | -0.1%
O=C(COC(=O)c1ccccc1OCC(=O)Nc1ccc(Br)cc1)Nc1ccccc1 | -18% | i | 0.5 | 1.2% | -3% | -1.7% | 2% | 1% | -7% | -0.1%
N#C/C(=C\N1CCOCC1)c1ccccc1 | -18% | nt | nt | -1.0% | -6% | 1.3% | 4% | -7% | 10% | -0.2%
COc1cc(/C=C/c2ccc3c([N+](=O)[O-])cccc3n2)ccc1OCC(=O)O | -8% | i | 0.2 | 19% | 28% | 4.0% | 7% | 3% | 2% | -1.5%
O=C(Nc1ccccc1)O/N=C1/CCCc2occc21 | -10% | i | 0.6 | -0.1% | -5% | 3.6% | 4% | -1% | -32% | -0.2%
O=C(NCc1cccnc1)C(=O)Nc1nccs1 | -9% | nt | nt | -0.7% | 13% | -4.0% | -2% | 11% | -22% | 0.1%
COc1ccc(-n2ncc3c2CC(C)(C)CC3NC(=O)CCc2c(C)nn(C)c2C)cc1 (stereo unspecified) | -26% | i | 0.5 | 1.2% | -1% | -4.5% | 3% | 3% | 13% | -0.2%
CCCCOc1nc(N2CCOCC2)nc(C)c1[N+](=O)[O-] | -7% | i | 0.8 | -0.7% | 18% | 4.1% | -2% | -4% | 7% | 1.4%
Cc1ccc(S(=O)(=O)N2CCC(C(=O)N[C@H](C(=O)NCc3ccco3)C(C)C)CC2)cc1 | 8% | i | 1.0 | -1.1% | -4% | 8.5% | 10% | 6% | 0% | -0.4%
SMILES | NOD1 NF-kB reporter | Myeloid diff MLP | Myeloid diff MLP GFP+ MAC1+ % | HIV fusion peptide | KOR beta-arrestin-1 | KOR beta-arrestin-2 | GPR55 antagonists | GPR35 arrestin U2OS | HEK293 NOD2/NF-kB | GPR55 beta-arrestin
CC(C)c1c(Cl)c(O)c(-c2ccccc2)c(=O)n1-c1ccc(F)cc1 | -20% | i | 0.2 | 7.4% | -28% | 2.7% | -9% | -2% | 8% | -0.5%
CC(C)(CCl)C(=O)Nc1ccc(C(F)(F)F)cc1 | -29% | i | 0.1 | -1.3% | 13% | -1.8% | 10% | 11% | 4% | -0.1%
COc1ccccc1CNC(=O)C1CC(c2c(Cl)cccc2Cl)=NO1 (stereo unspecified) | 14% | i | 1.1 | -2.7% | 25% | -0.1% | 6% | 16% | 9% | -0.1%
Cc1ccc2c(c1)N(CCC(=O)NC1CCCCC1)C(=O)CO2 | -2% | i | 0.9 | 0.0% | -55% | 5.8% | 2% | -1% | -7% | -0.1%
O=C(N/N=C/c1ccc([N+](=O)[O-])o1)c1cn(-c2ccccc2)nc1-c1ccc(F)cc1 | -22% | nt | nt | 79% | i | 40% | 12% | 1% | 8% | -0.1%
Cc1nn(Cc2ccccc2)c(C)c1NC(=O)CCC(=O)O | -16% | i | 1.1 | -0.7% | 18% | -1.0% | -5% | -9% | 18% | -0.1%
O=C(CN1C(=O)/C(=C/c2ccccc2F)Oc2ccccc21)N1CCN(c2ccccn2)CC1 | -25% | i | 1.4 | -2.4% | -21% | 6.1% | 14% | -8% | 14% | 0.6%
O=C(CSc1ncn[nH]1)NCCCc1ccccc1 | -16% | i | 0.7 | 1.8% | 23% | 0.1% | -3% | -7% | -1% | 0.0%
O=S(=O)(Nc1ccc2[nH]ncc2c1)c1ccccc1Cl | -12% | i | 0.2 | -0.5% | -18% | 0.4% | 13% | -7% | -9% | -0.1%
COc1ccc2c(C)c(C)c(=O)oc2c1OC | -30% | i | 0.0 | -1.6% | 11%[20 µM] | -2.7% | -2% | -12% | 16% | -0.1%
NC1=NC[C@H](Cc2ccccc2)N1CCCCC1CCCCC1 | -10% | i | 14 | -1.6% | 21% | 4.2% | -10% | -4% | 4% | -0.1%
Cc1ccc(C)c(OCC(=O)Nc2cccc(C(=O)O)c2)c1C | -56% | i | 1.2 | 1.0% | -21% | 1.4% | 1% | -15% | -39% | 0.0%
O=C(NCCCCCc1nc2ccccc2[nH]1)c1ccccc1Cl | 1% | i | 0.4 | -1.3% | 15% | 1.5% | 3% | -3% | 12% | -0.1%
O=C(Nc1nccs1)C1CCN(S(=O)(=O)c2ccc(F)cc2)CC1 | -24% | i | 2.4 | 0.8% | -18% | 3.0% | 13% | 18% | 0% | -0.1%
O=C(Cc1ccc(Cl)cc1)N/N=C1\CCCc2ccccc21 | 12% | i | 6.0 | 0.7% | -5% | 2.2% | -10% | -8% | 12% | 0.2%
CN(CC(=O)Nc1ccc(F)cc1)C(=O)COC(=O)CCN1C(=O)C2CC=CCC2C1=O (stereo unspecified) | -13% | i | 1.0 | 1.4% | -4% | -0.7% | 16% | 1% | 7% | 0.0%
O=C(COc1ccc2ccccc2c1)NNC(=O)c1ccc([N+](=O)[O-])cc1 | -13% | i | 0.1 | 0.3% | -4%[20 µM] | -4.3% | 3% | 12% | 4% | -0.2%
CNc1ccc(S(=O)(=O)NCC(=O)NCCCc2ccccc2)cc1[N+](=O)[O-] | -8% | i | 0.9 | -1.5% | 33% | -4.7% | 17% | 3% | -7% | -0.1%
Cc1ccc(-c2nc3ccccc3n2C)o1 | -21% | i | 0.9 | 0.3% | -7% | -0.9% | -12% | -7% | -64% | -0.1%
S=C(NCC1COc2ccccc2O1)Nc1ccc(Br)cc1 (stereo unspecified) | -25% | i | 0.4 | 1.2% | 0% | 4.9% | 11% | 1% | -9% | 0.7%
S=c1[nH]nc(-c2ccc(Cl)cc2)n1/N=C/c1ccco1 | -9% | i | 0.4 | -0.4% | 23% | -1.1% | 2% | 6% | 22% | 0.4%
CCOC(=O)c1ccc(NC2Nc3cc(C)nn3S2)cc1 (stereo unspecified) | -22% | i | 0.5 | -0.5% | 6% | -6.4% | 13% | 10% | 2% | 0.5%
C=CCNC(=O)c1cccn1-c1ccsc1C(=O)OC | 15% | i | 1.1 | -2.6% | -1% | 2.8% | -2% | -6% | 11% | 0.3%
CC(C)C1N=C2c3ccccc3N=C(SCC#N)N2C1=O (stereo unspecified) | 1% | i | 1.1 | 0.4% | 5% | -1.3% | 13% | 5% | -8% | 0.3%
O=C(Cn1cnc2ccccc2c1=O)OCC(=O)c1ccc2c(c1)OCCO2 | 2% | i | 0.8 | -1.7% | -14% | -2.4% | -4% | 2% | 7% | 0.3%
Cc1ccc2occ(/C=N/NC(N)=S)c(=O)c2c1 | 36% | i | 0.9 | -2.7% | -20% | 2.5% | 6% | -14% | -13% | -0.2%
c1coc(CNCc2cccs2)c1 | -45% | i | 0.6 | 0.2% | 3% | -2.4% | 2% | 0% | 20% | -0.1%
Cc1ccc(C(=O)N2CCN(C(=O)CN3CCOCC3)C2)cc1 | 5% | i | 0.7 | -0.6% | 26% | -1.6% | 7% | -9% | 14% | -0.1%

Compound activity as filed in PubChem BioAssay.
